Compound activity (PubChem)
ABCB1 block: human ABCB1 inhibition, ABCG2 as counter-screen | P08183 | AID 1326 | inhibition, % at 6.6 µM | CCRF-Adr cells, JC-1 efflux, flow cytometry | 190,000 tested, 0.067% active; in the data active = inhibition above about 40%;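 note: 0% = vehicle and 100% = reference inhibitor; higher value means more JC-1 retained so stronger ABCB1 efflux block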
Target sequence (P08183 whole entry, looked up): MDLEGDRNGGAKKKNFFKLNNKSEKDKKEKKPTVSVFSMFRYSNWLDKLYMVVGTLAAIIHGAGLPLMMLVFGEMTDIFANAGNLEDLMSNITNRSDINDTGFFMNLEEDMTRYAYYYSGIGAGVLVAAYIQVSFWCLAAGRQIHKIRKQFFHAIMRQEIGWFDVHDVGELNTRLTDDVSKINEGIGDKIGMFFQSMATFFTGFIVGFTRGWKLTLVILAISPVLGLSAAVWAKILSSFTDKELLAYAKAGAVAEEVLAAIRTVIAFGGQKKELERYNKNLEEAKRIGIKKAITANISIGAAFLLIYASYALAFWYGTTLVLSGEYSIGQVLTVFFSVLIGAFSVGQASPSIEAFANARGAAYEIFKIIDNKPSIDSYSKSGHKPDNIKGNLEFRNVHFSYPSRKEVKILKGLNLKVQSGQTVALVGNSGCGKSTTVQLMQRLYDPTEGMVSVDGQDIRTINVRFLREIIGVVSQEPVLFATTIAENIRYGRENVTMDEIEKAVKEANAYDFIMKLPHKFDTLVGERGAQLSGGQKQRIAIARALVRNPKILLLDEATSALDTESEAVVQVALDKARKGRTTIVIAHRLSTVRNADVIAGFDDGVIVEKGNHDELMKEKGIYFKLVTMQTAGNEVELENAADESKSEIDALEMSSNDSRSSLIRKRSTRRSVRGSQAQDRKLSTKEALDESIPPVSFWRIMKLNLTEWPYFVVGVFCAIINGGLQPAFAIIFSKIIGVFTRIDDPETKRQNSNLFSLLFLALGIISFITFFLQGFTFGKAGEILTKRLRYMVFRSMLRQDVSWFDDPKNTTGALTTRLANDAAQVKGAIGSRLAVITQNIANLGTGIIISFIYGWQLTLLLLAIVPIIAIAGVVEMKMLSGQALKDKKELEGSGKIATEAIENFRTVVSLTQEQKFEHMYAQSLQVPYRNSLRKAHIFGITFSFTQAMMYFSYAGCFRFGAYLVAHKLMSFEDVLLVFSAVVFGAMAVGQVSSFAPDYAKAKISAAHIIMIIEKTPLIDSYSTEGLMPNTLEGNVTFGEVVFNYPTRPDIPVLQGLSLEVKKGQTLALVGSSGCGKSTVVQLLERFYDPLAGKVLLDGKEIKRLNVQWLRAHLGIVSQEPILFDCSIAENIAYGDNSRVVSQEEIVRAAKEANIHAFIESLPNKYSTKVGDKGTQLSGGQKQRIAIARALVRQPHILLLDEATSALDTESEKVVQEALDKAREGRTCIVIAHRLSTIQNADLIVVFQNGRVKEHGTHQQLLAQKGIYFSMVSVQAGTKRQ
Bfl-1 Bim block: disrupts Bim binding to human Bfl-1; Bead-based flow cytometry, Bim-Bfl-1 binding inhibition; inhibition, % at 10 µM; 190,000 tested, 0.12% active; AID 1008;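 note: 0% = wells without compound plus tracer and 100% = blocker peptide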
Bim-Bcl-XL: human Bim-Bcl-XL interaction inhibition; 190,000 tested, 0.04% active; inhibition, % at 10 µM; Bim peptide-Bcl-XL binding, bead flow cytometry, fluorescence; Q07817
Bcl-W Bim block: disrupts Bim peptide binding to human Bcl-W | AID 952 | inhibition, % at 10 µM | bead-based flow cytometry | 190,000 tested, 0.02% active;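 note: 0% = bound tracer without compound and 100% = peptide blocker; higher means less fluorescent Bim peptide bound to Bcl-W beads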
Bim-Bcl-2: disrupts Bim peptide binding to human Bcl-2 | Bead-based flow cytometry, Bim peptide-Bcl-2 binding | inhibition, % at 10 µM | 190,000 tested, 0.06% active; in the data active = inhibition above about 40%; inconclusive = no clear call, values can overlap the other calls;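 note: 0% = no compound wells with probe peptide and 100% = reference peptide inhibitor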
GSH fluor: GSH bead compound fluorescence profile; fluorescence (KMESF) at 10 µM; AID 1776; GSH beads flow cytometry, compound fluorescence 488/530 nm; hits give high values; 190,000 tested, 0.25% active; in the data active = fluorescence above about 89;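 note: glutathione beads carrying GST-tagged Bcl family fusion proteins plus one bare bead set; values are compound well signal with DMSO vehicle wells as background; inactives centre near 16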
RGS8-Gao: modulates binding of RGS8 to human Galphao | multiplexed bead flow cytometry; actives lie on both sides | response (percent of control binding), % at 10 µM | 220,000 tested, 0.34% active | AID 1423; in the data active = response below about 60% or above about 140%; inactive = in between;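 note: Galphao activated as the GDP aluminium fluoride complex binding bead-coupled RGS8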
Bim-Bcl-B: inhibitors of Bim-Bcl-B interaction, human; Q9HD36; bead-based flow cytometry, Bim peptide-Bcl-B binding; inhibition, % at 10 µM; 190,000 tested, 0.073% active; AID 951;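 note: 0% = tracer peptide without compound and 100% = reference inhibitor peptide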
ABCG2 block: blocks JC-1 efflux by human ABCG2 transporter; Q9UNQ0; IgMXP3 cells, flow cytometry; inhibition, % at 6.6 µM; 190,000 tested, 0.1% active;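 active = inhibition above 80%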;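 note: 0% = DMSO and 100% = nicardipine control wells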
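Test system: ABCG2 IgMXP3 and barcoded ABCB1 CCRF-Adr cell mix; Schedule: cells with compound and JC-1, 10 min at 25 °C, rotating, no wash; Technique: flow cytometry of retained JC-1 fluorescence; Measure: % inhibition of efflux relative to nicardipine and DMSO; Controls: nicardipine high and DMSO low controls.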
RGS4-Gao reg: modulates binding of RGS4 to human Galphao; Multiplexed bead flow cytometry; actives lie on both sides; binding response (% of control), % at 10 µM; 220,000 tested, 0.33% active; AID 1415; in the data active = binding response below about 49% or above about 150%; inactive = in between;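 note: fluorescent Galphao activated with aluminum fluoride binding bead-coupled RGS4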
RGS7-Gao: modulates binding of RGS7 to human Galphao; binding response (% of control), % at 10 µM; 220,000 tested, 0.35% active; Multiplexed bead flow cytometry; actives lie on both sides; in the data active = binding response below about 49% or above about 150%; inconclusive = no clear call, values can overlap the other calls; inactive = in between;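 note: fluorescent Galphao held in activated GDP-AlF4 state binding bead-coupled RGS7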
Active calls of the source: *; ? = inconclusive; · = not tested or not shown. Cut-off read from the data, not from the text of the source, unless noted: active = inhibition above about 40%. Rows are unselected. Share with any hit: about 1.1%.

| Compound | ABCB1 block | Bim-Bcl-B | GSH fluor | ABCG2 block | Bim-Bcl-2 | Bcl-W Bim block | RGS7-Gao | RGS4-Gao reg | Bfl-1 Bim block | Bim-Bcl-XL | RGS8-Gao |
| --- | --- | --- | --- | --- | --- | --- | --- | --- | --- | --- | --- |
| CC(=O)Nc1c(NC(C)(C)C)c2ccccc2oc1=O | 0.2 | 2.0 | 20 | 0.5 | 2.0 | 3.0 | 102.9 | 103.0 | 0.0 | 4.0 | 100.4 |
| O=C(Cn1cnc2ccccc21)Nc1ccc(F)c(F)c1 | -0.4 | -3.0 | 12 | 20.8 | 0.0 | -1.0 | 102.1 | 96.7 | -5.0 | -3.0 | 99.5 |
| Cc1cccc(N/C(N)=N/c2nc(C)cc(=O)[nH]2)c1 | 1.3 | -8.0 | 10 | 35.4 | -4.0 | -1.0 | 98.7 | 97.1 | -5.0 | -4.0 | 102.3 |
| CCOC(=O)C(=O)Nc1cc(Cl)ccc1C | 0.5 | -7.0 | 6 | 5.2 | 0.0 | -3.0 | 99.6 | 104.6 | -2.0 | -1.0 | 103.2 |
| CC(C)CNC(=O)CC(=O)NN=C1CCCC1 | 0.0 | -7.0 | 23 | 0.0 | 0.0 | 2.0 | 97.9 | 98.1 | 1.0 | -5.0 | 100.3 |
| COc1ccc(S(=O)(=O)N(CCCN2CCCC2=O)Cc2cc3c(C)ccc(C)c3[nH]c2=O)cc1 | 0.7 | 1.0 | 12 | 2.6 | 0.0 | -2.0 | 99.7 | 99.1 | 0.0 | -1.0 | 98.6 |
| CCOC(=O)C1(CCOC)CCN(Cc2ccccc2-c2ccco2)CC1 | 0.7 | -2.0 | 15 | 0.8 | -3.0 | -3.0 | 96.7 | 98.6 | -5.0 | -1.0 | 96.9 |
| Cc1ccc(OCC(=O)N2CCCC(CCC(=O)N(C)CCc3ccccn3)C2)cc1 (stereo not given) | -0.3 | -3.0 | 16 | 0.3 | 0.0 | 0.0 | 99.7 | 101.5 | -6.0 | 1.0 | 109.4 |
| Cc1ccc(S(=O)(=O)NCCCC(=O)O)cc1 | 1.1 | 0.0 | 11 | 3.0 | 0.0 | 1.0 | 97.5 | 99.8 | -5.0 | 0.0 | 98.4 |
| COC(=O)C1(CCSC)NC(c2ccco2)C2C(=O)N(C)C(=O)C21 (stereo not given) | -0.1 | -1.0 | 11 | 0.4 | 2.0 | -3.0 | 93.2 | 97.1 | 2.0 | 1.0 | 101.0 |
| COc1ccccc1NS(=O)(=O)c1cc(NC(=O)c2ccc(Cl)nc2)ccc1Cl | 0.0 | -5.0 | 11 | 0.0 | -7.0 | -4.0 | 93.8 | 97.5 | -3.0 | -6.0 | 100.2 |
| C=CCNC(=O)c1c(Cl)cccc1Cl | 0.8 | -7.0 | 28 | 12.5 | -7.0 | -5.0 | 100.7 | 99.3 | -24.0 | -5.0 | 101.1 |
| COc1cc(S(=O)(=O)N2CCN(C)CC2)c(OC)cc1Cl | -0.5 | 5.0 | 32 | · | 0.0 | -1.0 | 96.6 | 97.4 | 0.0 | 0.0 | 99.1 |
| CCN(CC)c1ccc(C(=O)OCC(=O)N2CCN(c3ccccc3)CC2)cc1 | 4.4 | -8.0 | 20 | 19.4 | -7.0 | -1.0 | 99.3 | 100.4 | -11.0 | -5.0 | 101.3 |
| O=c1[nH]c(CSc2nc(-c3ccccc3)cs2)nc2ccccc12 | -0.2 | -12.0 | 8 | -2.2 | -1.0 | -4.0 | 93.6 | 93.5 | 1.0 | -6.0 | 98.7 |
| CNC(=O)CSc1nnc(-c2ccc(S(=O)(=O)N3CCCC3)cc2)n1-c1cccc(C)c1C | -2.8 | -12.0 | 23 | -0.6 | -13.0 | 0.0 | 99.5 | 97.0 | -3.0 | -1.0 | 98.1 |

As entered above.
COc1cc(S(=O)(=O)N2CCN(C)CC2)c(OC)cc1Cl @ Bim-Bcl-XL = 0.0
O=c1[nH]c(CSc2nc(-c3ccccc3)cs2)nc2ccccc12 @ Bcl-W Bim block = -4.0

Remaining list, next part:
| Compound | ABCB1 block | Bim-Bcl-B | GSH fluor | ABCG2 block | Bim-Bcl-2 | Bcl-W Bim block | RGS7-Gao | RGS4-Gao reg | Bfl-1 Bim block | Bim-Bcl-XL | RGS8-Gao |
| --- | --- | --- | --- | --- | --- | --- | --- | --- | --- | --- | --- |
| C/C(=N\NC(=O)COc1ccc(C#N)cc1)c1ccccc1OC(F)F | 0.0 | -7.0 | 14 | 11.4 | -4.0 | -6.0 | 93.7 | 96.5 | -6.0 | -5.0 | 84.0 |
| CCOc1ccc(OCc2ccc(C(=O)N3CCCC(C)C3)cc2)cc1 (stereo not given) | 0.6 | -3.0 | 13 | 12.7 | -1.0 | -2.0 | 107.8 | 109.1 | -1.0 | 0.0 | 103.7 |
| Cc1ccccc1-n1cnnc1SCC(=O)N1CCN(c2ccccc2)CC1 | 0.5 | -14.0 | 15 | 1.2 | -5.0 | -7.0 | 107.3 | 104.0 | 0.0 | -6.0 | 101.2 |
| CCN(CC)S(=O)(=O)c1ccc(C(=O)NCCCN=C2NS(=O)(=O)c3ccccc32)cc1 | -0.1 | -1.0 | 19 | -0.1 | 11.0 | -3.0 | 101.1 | 104.5 | 8.0 | -2.0 | 102.0 |
| COc1ccc(CNC(=O)CSc2nc(-c3ccccc3)cc(-c3cccs3)c2C#N)cc1 | 0.8 | -7.0 | 35 | 38.7 | -2.0 | 1.0 | 100.4 | 100.3 | -12.0 | -7.0 | 102.4 |
| CCN(CC)CCCNC(=O)CSc1nc2c(c(C(F)(F)F)n1)CCc1ccccc1-2 | 1.3 | -13.0 | 28 | 7.0 | -6.0 | -3.0 | ? | 108.8 | -4.0 | -6.0 | 98.4 |
| COCCSc1ccccc1C(=O)Nc1nncs1 | 0.1 | -3.0 | 8 | 0.1 | -2.0 | 4.0 | 100.7 | 100.1 | -8.0 | -1.0 | 97.9 |
| O=C(O)CC1S/C(=N\N=C/c2ccccc2O)N(c2ccc(O)cc2)C1=O (stereo not given) | 0.8 | -5.0 | 19 | 1.1 | -4.0 | -3.0 | 104.3 | 104.6 | -7.0 | -4.0 | 101.2 |
| CCOc1ccccc1NC(=S)N1CCCc2ccccc21 | -0.2 | -1.0 | 24 | 2.1 | -4.0 | -1.0 | 105.8 | 103.8 | -4.0 | -2.0 | 100.8 |
| Cc1cc(C)cc(OC(=O)CCN2C(=O)c3ccccc3C2=O)c1 | 0.2 | -3.0 | 15 | 0.8 | -2.0 | -1.0 | 99.7 | 101.6 | 0.0 | -1.0 | 104.1 |
| Cc1ccc(/C=N/n2c(C)cc(C)c(C#N)c2=O)cc1 | 0.2 | -5.0 | 19 | 4.5 | -1.0 | -3.0 | 104.9 | 104.5 | -5.0 | -4.0 | 101.6 |
| CCCOc1ccc(CSc2ncn[nH]2)cc1 | -0.1 | -6.0 | 34 | -0.7 | -3.0 | 1.0 | 102.9 | 102.8 | -10.0 | -1.0 | 101.6 |
| CCCC(=O)Nc1nn(CCC)c2nc3ccccc3cc12 | 1.5 | -5.0 | 15 | 50.3 | -12.0 | 1.0 | 102.8 | 101.0 | -11.0 | -2.0 | 102.8 |
| O=C(NCc1ccco1)c1ccc2nc3sc4c(c3c(=O)n2c1)CCCC4 | 0.1 | 4.0 | 51 | 0.6 | 6.0 | 17.0 | 98.4 | 97.9 | 17.0 | 5.0 | 97.0 |
| N#C/C(=C\c1cn(Cc2ccccc2)c2ccccc12)C(=O)NCc1ccco1 | 1.6 | -11.0 | 11 | 45.8 | -8.0 | -2.0 | 107.9 | 103.9 | -16.0 | -6.0 | 103.0 |
| CCCOc1ccc(C(=O)N2CCCC2C(=O)O)cc1 (stereo not given) | 0.1 | 2.0 | 7 | 1.2 | 0.0 | -1.0 | 101.7 | 105.4 | 0.0 | 0.0 | 104.3 |
| O=C(Oc1ccc2c(c1)OCC2=O)c1ccccc1 | 0.1 | -11.0 | 31 | 1.6 | -5.0 | 0.0 | 102.9 | 97.7 | -11.0 | 0.0 | 98.1 |
| CCNC(=S)N/N=C1\CCCCc2ccccc21 | 0.3 | -8.0 | 6 | 4.4 | -7.0 | -3.0 | 103.5 | 105.4 | -1.0 | -4.0 | 106.2 |
| Cc1nc(N2CCC3(CC2)OCCO3)c2nnn(Cc3ccccc3F)c2n1 | 0.3 | -2.0 | 33 | 0.8 | 0.0 | -2.0 | 103.8 | 109.8 | -1.0 | -6.0 | 97.8 |
| CCS(=O)(=O)N1CCCC(C(=O)NC2CCCCC2)C1 (stereo not given) | -0.4 | -4.0 | 19 | -0.4 | -4.0 | 1.0 | 100.8 | 97.0 | -1.0 | 0.0 | 100.8 |
| COc1ccc(NC(=O)CC2C(=O)N(Cc3ccccc3)C(=S)N2CCN2CCOCC2)cc1 (stereo not given) | 0.7 | -2.0 | 13 | 1.6 | -2.0 | 0.0 | 98.3 | 100.2 | -4.0 | -5.0 | 98.6 |
| CCOc1cc(NC2CS(=O)(=O)CC2O)c(OCC)cc1NC(=O)c1ccccc1 (stereo not given) | 0.4 | -2.0 | 13 | 11.2 | 7.0 | 9.0 | 98.9 | 99.1 | 15.0 | 0.0 | 99.9 |
| CCOC(=O)c1c(-c2ccc(C)o2)csc1NC(=O)CSc1nncs1 | 0.6 | -5.0 | 20 | 3.0 | -1.0 | 0.0 | 98.5 | 96.1 | -4.0 | 0.0 | 96.4 |
| CC1=C(C(=O)NCc2ccccc2)C(c2cccnc2)n2ncnc2N1 (stereo not given) | -0.1 | -3.0 | 15 | 0.1 | -7.0 | -1.0 | 70.5 | 73.2 | -8.0 | -1.0 | 79.3 |
| CCCCN1C(=O)/C(=C/C=C2/C=Cc3ccccc3N2CC)SC1=S | -1.8 | -11.0 | 10 | -1.7 | 4.0 | 2.0 | 87.3 | 93.7 | 9.0 | 0.0 | 91.8 |
| Cc1ccc(C(=O)CSc2nnc(CNc3ccc(C)cc3C)n2Cc2ccco2)cc1 | 2.3 | -16.0 | 13 | 11.3 | -10.0 | 0.0 | 94.8 | 95.1 | -9.0 | -7.0 | 91.6 |
| Cc1ccc(OCCCN(C)C)c(Br)c1 | 0.4 | -2.0 | 15 | 2.9 | -5.0 | 0.0 | 102.1 | 103.5 | -1.0 | -2.0 | 98.0 |
| O=c1cc(/C=C/c2c(F)cccc2Cl)[nH]c2ccccc12 | -0.1 | -13.0 | 9 | 37.1 | -10.0 | -10.0 | 104.4 | 99.2 | -5.0 | -5.0 | 100.1 |
| COc1ccc(Cl)cc1NC(=O)NCCCl | 0.1 | -4.0 | 20 | 0.8 | 0.0 | -2.0 | 102.6 | 105.2 | -3.0 | -1.0 | 100.1 |
| COc1ccc(CNC(=O)c2cnn3c(C(F)F)cc(C)nc23)cc1OC | -0.5 | -3.0 | 12 | -1.1 | -1.0 | 1.0 | 99.7 | 101.1 | -8.0 | -1.0 | 101.4 |
| Cc1sccc1C1C(C#N)=C(N)SC(N)=C1C#N | -0.3 | -15.0 | 30 | -0.7 | -9.0 | -4.0 | 139.0 | 132.0 | -10.0 | -8.0 | 118.5 |
| CSC1=NCCN1C(=O)COc1ccccc1 | 0.7 | 3.0 | 11 | 3.8 | 2.0 | 2.0 | 108.7 | 110.0 | 4.0 | 0.0 | 133.5 |
